High-throughput results deposited in PubChem by National Center for Advancing Translational Sciences (NCATS).
TDP1 inh – blocks human tyrosyl-DNA phosphodiesterase 1 | actives 0.28% (n = 350,000) | recombinant TDP1, AlphaScreen DNA substrate cleavage | Potency, µM (titrated, usually from 130 µM), inactives show at the highest dose activity change, negative = inhibition, actives largely listed as inhibitors | Q9NUW8; also: nearly all actives have a fitted effect of over 40% in size
Target sequence (Q9NUW8 whole entry, looked up): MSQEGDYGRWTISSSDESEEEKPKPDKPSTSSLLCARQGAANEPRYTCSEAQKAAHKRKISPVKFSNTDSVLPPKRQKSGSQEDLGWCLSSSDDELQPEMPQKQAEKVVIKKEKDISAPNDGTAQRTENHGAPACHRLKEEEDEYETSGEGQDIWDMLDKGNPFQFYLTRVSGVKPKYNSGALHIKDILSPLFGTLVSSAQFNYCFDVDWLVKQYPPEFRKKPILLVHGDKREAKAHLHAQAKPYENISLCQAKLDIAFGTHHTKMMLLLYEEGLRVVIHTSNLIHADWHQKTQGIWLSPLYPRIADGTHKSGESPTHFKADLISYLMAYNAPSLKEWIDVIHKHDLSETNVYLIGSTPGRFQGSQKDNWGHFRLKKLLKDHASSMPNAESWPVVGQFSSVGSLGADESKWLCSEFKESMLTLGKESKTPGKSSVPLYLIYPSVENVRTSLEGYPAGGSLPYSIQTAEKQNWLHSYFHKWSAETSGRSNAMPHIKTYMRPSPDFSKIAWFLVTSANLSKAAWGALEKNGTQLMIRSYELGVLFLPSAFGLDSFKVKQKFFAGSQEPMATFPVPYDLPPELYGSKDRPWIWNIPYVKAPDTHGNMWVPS
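Recombinant E. coli-expressed Tdp1 (1 nM) preincubated with compound 15 min at RT, then 5'-biotin/3'-phosphotyrosine-FITC DNA substrate (15 nM) added for 5 min. AlphaScreen beads (10 ug/ml) added, 10 min RT; tyrosine-FITC cleavage read as signal loss.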
N370S GC – inhibits or activates N370S mutant glucocerebrosidase. actives 0.092% (n = 330,000). N370S GC spleen homogenate, 4MU-glucoside fluorescence. P04062. Potency, µM (series often up to 59.4 µM), for the others: at the top dose activity change, negative = inhibition, most hits filed as inhibitors;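 also: 0% = full enzyme activity and -100% = no enzyme basal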
FEN1 inh – blocks human flap endonuclease 1 | Recombinant FEN1 flap cleavage, fluorescence, 15 min | Potency, µM (top dose mostly 114 µM), inactives show at the highest dose activity change, negative = inhibition, hits mostly inhibitors | actives 0.35% (n = 390,000); also: nearly all actives have a fitted effect of over 65% in size
Target sequence (P39748 whole entry, looked up): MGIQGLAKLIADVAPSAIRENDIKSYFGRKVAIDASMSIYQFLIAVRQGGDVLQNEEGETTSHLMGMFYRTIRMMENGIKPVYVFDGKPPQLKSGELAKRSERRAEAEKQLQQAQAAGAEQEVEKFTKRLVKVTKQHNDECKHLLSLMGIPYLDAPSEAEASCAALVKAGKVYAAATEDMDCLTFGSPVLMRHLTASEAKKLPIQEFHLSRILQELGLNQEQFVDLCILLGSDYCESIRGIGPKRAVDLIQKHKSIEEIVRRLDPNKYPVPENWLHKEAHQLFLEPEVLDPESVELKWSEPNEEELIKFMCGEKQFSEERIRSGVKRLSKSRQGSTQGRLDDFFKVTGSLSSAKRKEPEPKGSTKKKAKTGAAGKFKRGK
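Recombinant FEN1 (10 nM) was preincubated with pin-transferred compounds for 15 min at room temperature, then flap DNA substrate (50 nM final) was added. Plates were read at 0 and 15 min, and normalized concentration–response data were fitted to a four-parameter Hill equation.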
* = called active by the depositor; ? = inconclusive; / = not tested or not shown; [ ] = dose if it differs, or a comment. Calls follow the shape of the dose curve; as a rule, active = well fitted curve in the direction sought with a large enough effect; inconclusive = small, poorly fitted or top-dose-only effect, or another doubt; inactive = no such curve, though single readings can be large; an effect the other way counts as inactive or inconclusive. Unless noted, % is scaled to controls: 0 for no effect and ±100 for the full control effect; potency is read from the fitted curve at half-maximal effect.

SMILES	TDP1 inh	N370S GC	FEN1 inh
COc1ccc2nc(C)cc(N/N=C/c3cccc(OC)c3O)c2c1	/	-22.8%	14.1µM*
CN(C)C(CNC(=O)c1ccc2[nH]c(=O)c(=O)[nH]c2c1)c1ccco1 (stereo unspecified)	-5.0%	/	-20.7%
CC(c1nccs1)N(C)C(=O)c1cn(Cc2cccc3ccccc23)nn1 (stereo unspecified)	4.0%	-0.5%	16.4%
COc1cccc(-c2nc(=S)c3c(o2)CCCC3)c1	0.0%	5.2%	7.9%
O=C(NC1CC(=O)N(c2ccccc2)C1)c1ccc(S(=O)(=O)N2CCCC2)cc1 (stereo unspecified)	7.8%	/	6.2%
O=C(NC(=S)Nn1cnnc1)c1ccccc1Br	/	-20.5%	19.8%
CCCN1CCN(C(=O)c2ccc(CS(=O)c3ccc(F)cc3)o2)CC1 (stereo unspecified)	-0.1%	?	0.1%
COc1ccccc1NS(=O)(=O)c1cccc(C(=O)NNC(=O)c2ccc(NC(C)=O)cc2)c1	0.8%	/	-4.2%
Cc1ccc(C)c(-c2nc3ccc(N)cc3[nH]2)c1	6.6%	-19.8%	-5.8%
Cc1cccc(N(CC(=O)NCCSc2nc3ccccc3s2)S(=O)(=O)c2ccccc2)c1	1.4%	?	/
COc1ccccc1NS(=O)(=O)c1cc(NC(=O)C(C)C)ccc1N1CCCCC1	2.7%	?	-6.7%
CCCCOc1ccc(N(CC(=O)NCc2ccco2)C(=O)CCC(=O)Nc2nccs2)cc1	4.5%	-2.7%	4.8%
COC(=O)/C=C1\N/C(=N/c2nc(C)c3cc(OC)ccc3n2)NC1=O	/	1.8%	-14.8%
NC(=O)c1ccsc1NC(=O)c1ccc(S(=O)(=O)N2CCCCC2)cc1	2.0%	-18.0%	13.4%
Cc1nn(C(C)C(=O)NCc2ccc(Cl)cc2)c(=O)c2cc3occc3n12 (stereo unspecified)	1.0%	-8.4%	-16.6%
COC(=O)c1sc2ccccc2c1-n1cccc1C(=O)C(=O)Nc1ccc(C)cc1	7.5%	-7.5%	2.3%
Cc1ccc(NC(=O)C(c2ccccc2)N2CCN(CC(=O)N3CCOCC3)CC2)cc1 (stereo unspecified)	-2.4%[56.1 µM]	/	-5.4%
COc1ccccc1CNC(=O)CCC1N=C2c3ccccc3N=C(SCc3ccc(C)cc3C)N2C1=O (stereo unspecified)	8.8%	/	-5.3%
O=C(CSc1nc2nn(-c3ccccc3)c(=O)c-2c2n1CCCCC2)Nc1ccc(OC(F)F)cc1	3.2%	/	-10.5%
CCCC/C=C/[C@@H](c1ccccc1)C1COC(=O)CC1O (stereo partly specified)	6.8%	2.1%	-6.6%
Cc1occc1C(=O)N/N=C/c1cccc2ccccc12	-3.5%[0.0935 µM]	0.0%	2.9%
Cc1ccc(NC(=S)N2CCC(NC(=O)c3cccc(F)c3)CC2)cc1	-1.4%	0.0%	-1.1%
O=C(Nc1ccccc1)Nc1ccccc1Br	-1.2%	17.8%	-2.7%
O=C(N/N=C/c1cn(-c2cccs2)nc1-c1ccccc1)c1ccccc1O	-3.1%	3.1%	-7.0%
O=C(O)c1cc(N/N=C/c2c(O)ccc3ccccc23)ccc1Cl	/	-12.3%	?

In a second layout: results already given.
Cc1ccc(NC(=O)C(c2ccccc2)N2CCN(CC(=O)N3CCOCC3)CC2)cc1 (stereo unspecified)
- TDP1 inh: -2.4%[56.1 µM]
- N370S GC: /
- FEN1 inh: -5.4%

Cc1nn(C(C)C(=O)NCc2ccc(Cl)cc2)c(=O)c2cc3occc3n12 (stereo unspecified)
- TDP1 inh: 1.0%
- N370S GC: -8.4%
- FEN1 inh: -16.6%

The listing picks up, repeating the 6 entries before the break.
SMILES	TDP1 inh	N370S GC	FEN1 inh
CCCC/C=C/[C@@H](c1ccccc1)C1COC(=O)CC1O (stereo partly specified)	6.8%	2.1%	-6.6%
Cc1occc1C(=O)N/N=C/c1cccc2ccccc12	-3.5%[0.0935 µM]	0.0%	2.9%
Cc1ccc(NC(=S)N2CCC(NC(=O)c3cccc(F)c3)CC2)cc1	-1.4%	0.0%	-1.1%
O=C(Nc1ccccc1)Nc1ccccc1Br	-1.2%	17.8%	-2.7%
O=C(N/N=C/c1cn(-c2cccs2)nc1-c1ccccc1)c1ccccc1O	-3.1%	3.1%	-7.0%
O=C(O)c1cc(N/N=C/c2c(O)ccc3ccccc23)ccc1Cl	/	-12.3%	?
O=C(CNC(=O)c1ccc(Cl)cc1Cl)Nc1ccc(F)cc1	-0.6%	18.0%	2.1%
Cc1ccccc1OCC(=O)Nc1ccc(C(=O)OCc2cc(=O)n3ccsc3n2)cc1	6.2%	/	14.3%
COc1ccc(CNC(=O)/C(C#N)=C2\N=C(NC(=O)c3cccs3)c3ccccc32)cc1	4.2%	-4.6%	?
CCn1c(SCc2c(F)cccc2Cl)nc(=O)c2c(C(=O)OC)cc(C3CC3)nc21	8.1%	/	15.2%
CNS(=O)(=O)c1cn(CC(=O)N2CCN(c3ccc(C)cc3C)CC2)cc1S(=O)(=O)NC	-5.6%	/	4.5%
CO[C@@H]1COC(=O)C/C=C\[C@@H](C)[C@H](OC)COC(=O)[C@@H](C)COC(=O)C/C=C\[C@H]1C	7.9%[21 µM]	0.3%[12.8 µM]	/
O=C(NC(=S)Nc1ccc(Br)c(Cl)c1)C1CC1	-4.2%	2.8%	-29.7%
CCC(=O)Nc1ccc(Cl)c(NC(=O)c2ccc(Br)o2)c1	0.0%	-1.6%	-0.3%
Cn1c(N)c(Sc2ccc([N+](=O)[O-])cc2)c(=O)n(C)c1=O	0.6%	0.3%	3.6%
CN(C)CCNS(=O)(=O)c1ccc(N2CCc3ccccc32)c([N+](=O)[O-])c1	19.0%	?	7.0%
CCCOc1ccc(C(=O)NNC(=S)NC(=O)c2cc(-c3ccccc3)nc3ccccc23)cc1	10.7%	-2.5%	0.6%
COc1ccc(CCC2(C)NC(=O)NC2=O)cc1 (stereo unspecified)	4.1%	-20.9%	7.4%
COc1cccc(CC2(CO)CCCN(C/C=C/c3ccccc3OC)C2)c1 (stereo unspecified)	5.4%	-8.6%	-4.5%
COc1ccc(CCNC(=O)C2CCCN(c3nc4c(C)cc(C)cc4s3)C2)cc1OC (stereo unspecified)	-2.0%	/	2.5%
CCc1noc(C)c1C(=O)Nc1cc(S(=O)(=O)N(CC)CC)ccc1N1CCCC1	/	-5.1%	-8.8%
CC1C(O)CC2C(C(=O)O)=CO[C@@H](O[C@H]3OC(CO)C(O)C(O)C3O)C21 (stereo partly specified)	8.9%[56.1 µM]	9.3%	/
O=C(NCCc1nccs1)C1CCC(=O)N(CCc2ccc(Cl)cc2)C1 (stereo unspecified)	2.6%	-1.4%	5.6%
Cn1c(=O)n(-c2cccc(Cl)c2)c(=O)n1C	0.0%	1.8%	6.0%
CCOc1ccc(NC(=O)CSc2nnnn2C2CCCC2)cc1	4.4%[0.0935 µM]	-3.0%	15.8%
CCC(CC)COC(=O)C1=C(C)NC(=O)NC1c1cc(OC)ccc1OC (stereo unspecified)	/	2.4%	4.3%
O=C(Nc1ccc(-c2cn3ccsc3n2)cc1)C1CC1	9.2%	-17.7%	-0.9%
O=C(O)CCC(=O)OCCCc1cc2ccccc2c(=O)o1	-6.8%	/	11.4%
CC1CCCCC1NC(=O)CN1c2cccc3cccc(c23)S1(=O)=O (stereo unspecified)	-2.5%	/	3.7%
C/C(=N\Nc1nncc2ccccc12)c1ccc(O)cc1	-14.9%	-4.9%	-9.8%
Cc1nnsc1NC(=O)OCc1ccc(Cl)cc1Cl	3.9%	-4.2%	-9.3%
Other records follow.
SMILES	TDP1 inh	N370S GC	FEN1 inh
COc1ccc2[nH]c(C)c(CCN3C(=O)C4CC=CCC4C3=O)c2c1 (stereo unspecified)	4.9%	-4.4%	-4.1%
CCN(Cc1ccccc1)c1c(C(=O)O)cnc2c1cnn2C	-4.3%	1.9%	-6.0%
CCC/C(O)=C1\C(=O)CCCC1=NCCCCCC(=O)O	2.3%	-1.6%	-1.7%
COC(=O)c1cn(NC(=O)c2cc(OC)c(OC)c(OC)c2)c(=O)c2ccccc12	1.0%	9.7%	-0.7%
CC(C)(C)c1[nH]c2ccccc2c1/C=N/O	6.6%	6.3%	-6.8%
COc1ccc(NC(=O)Nc2ccc(N3CCCC3=O)cc2)cc1OC	0.0%	-13.6%	-21.1%
Cc1sc(NC(=S)NC(=O)c2ccco2)c(C(N)=O)c1C	-5.3%	-6.2%	1.3%
Nc1ccc(S(=O)(=O)Nc2nccc(/C=C/c3ccc(Br)s3)n2)cc1	0.0%	5.5%	-0.3%
COc1ccccc1/C=C/C(=O)OCCCN(C)C	-5.1%	-6.4%	2.1%
O=c1[nH]c2ccc(NS(=O)(=O)c3ccc(F)cc3)cc2s1	5.3%	/	1.5%
CC(C)CN1CCN(CC#Cc2ccccc2)CC1CCO (stereo unspecified)	4.9%	9.6%	-1.9%
N#CC1=C(N)Oc2c(ccc3ccccc23)C1c1cccs1 (stereo unspecified)	5.6%	10.1%	-5.7%
CC1(OC(=O)C2CCCC2)C(=O)C=C2C=C3CCCN3C=C2C1=O (stereo unspecified)	-9.2%[12.3 µM]	-4.0%[12.8 µM]	/
CC1Nc2ncnc(N3CCc4ccccc4C3)c2N(Cc2ccc(Br)cc2)C1=O (stereo unspecified)	1.9%	-6.5%	-0.4%
COc1ccccc1NS(=O)(=O)c1cc(C(=O)N2CCN(C/C=C/c3ccccc3)CC2)ccc1C	6.6%	8.2%	9.7%
Nc1nc(-c2ccco2)nn1S(=O)(=O)c1ccc(Cl)cc1	6.0%	-11.5%	5.1%
CC(=O)c1c(OC(=O)c2ccccc2)c2ccccc2n1C	-2.0%	11.8%	-4.1%
CCC1=NN2C(=N)/C(=C\c3cccn3-c3ccc(Cl)cc3)C(=O)N=C2S1	2.5%	0.4%	-0.9%
CCOC(=O)C1=C(CS(=O)(=O)c2ccccc2)NC(=O)NC1c1ccc(O)c(OC)c1 (stereo unspecified)	/	-0.7%	3.7%
COC(=O)/C(C#N)=C/c1c(Oc2cccc(C)c2C)nc2ccccn2c1=O	0.0%	1.0%	6.5%
O=C(NCc1cccnc1)c1cccc(S(=O)(=O)Nc2cccc(Cl)c2)c1	0.3%	/	3.1%
CCc1ccc(C2CC(=O)c3c([nH]c(C(=O)OC4CCCCCC4)c3C)C2)cc1 (stereo unspecified)	-2.5%	/	19.8%
Cn1cccc1-c1nc2ccc(NC(=O)c3cccs3)cc2[nH]1	14.4%	-1.7%	?
COc1ccc(OC)c(NC(=O)c2oc3c(c2C)C(O)CC(C)(C)C3)c1 (stereo unspecified)	8.9%	-7.2%	9.2%
Cc1cc(C)nc(NC(=O)CSc2nnnn2-c2ccccc2)n1	3.9%	9.4%	0.0%
COC(=O)c1ccc(NC(=S)NC2c3ccccc3CC2O)cc1 (stereo unspecified)	0.0%	-5.6%	-17.1%
CC1(C)CSC(=NCc2ccccc2)N1C(=O)c1cccc([N+](=O)[O-])c1	3.4%	8.7%	-0.4%

Single records, as listed above:
Results for `COC(=O)c1cn(NC(=O)c2cc(OC)c(OC)c(OC)c2)c(=O)c2ccccc12` : TDP1 inh = 1.0%; N370S GC = 9.7%; FEN1 inh = -0.7%
Results for `CCCCOc1ccc(N(CC(=O)NCc2ccco2)C(=O)CCC(=O)Nc2nccs2)cc1` : TDP1 inh = 4.5%; N370S GC = -2.7%; FEN1 inh = 4.8%
